# DNMT1 block: human DNMT1 methyltransferase inhibitors, primary screen, biochemical, molecular beacon, fluorescence, HinP1I cleavage, uHTS; 0.83% of 360,000 active; inhibition (reported as % activation of signal), % at 10 µM; DNA (cytosine-5)-methyltransferase 1 (Homo sapiens), P26358; in the data active = inhibition above about 50%
# NadD inh: inhibitors of S. aureus NadD, primary screen, biochemical, colorimetric, uHTS; Nicotinate-nucleotide adenylyltransferase NadD (Staphylococcus aureus N315); purified NadD enzyme, colorimetric absorbance read-out; inhibition, % at 20 µM; 0.78% of 360,000 active; in the data active = inhibition above about 26%; note: some compounds past the cut are filed as inactive
# Rpn11 inh: Rpn11 (PSMD14) deubiquitinase inhibitors, primary screen, biochemical, fluorescence polarization, uHTS. 26S proteasome non-ATPase regulatory subunit 14 (Homo sapiens), O00487. human 26S proteasome, Ub4-pepOG fluorescence polarization; 20S core pre-blocked with epoxomicin. calls only at 20 µM. 0.59% of 360,000 active. AID 588493, 2011;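 active = inhibition at 20 µM, scaled to each plate's controls, above about 33%, limit read from the data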
# Target sequence (O00487 whole entry, looked up): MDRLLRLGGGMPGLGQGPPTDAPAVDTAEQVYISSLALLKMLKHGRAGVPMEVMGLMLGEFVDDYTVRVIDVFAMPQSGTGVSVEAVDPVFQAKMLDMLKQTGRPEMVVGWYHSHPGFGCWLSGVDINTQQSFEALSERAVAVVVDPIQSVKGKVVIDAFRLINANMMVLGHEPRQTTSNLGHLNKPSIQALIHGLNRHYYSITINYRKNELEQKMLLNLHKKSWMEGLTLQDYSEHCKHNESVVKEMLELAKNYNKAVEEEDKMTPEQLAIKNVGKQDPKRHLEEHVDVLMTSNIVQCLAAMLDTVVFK
# CSN inh: inhibitors of CSN-mediated cullin deneddylation, primary screen, biochemical, fluorescence polarization, uHTS; Purified CSN, SCF-Nedd8-OG deneddylation; inhibition, % at 12.5 µM; 0.38% of 360,000 active;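 active = pattern-corrected inhibition above about 35%, with an unprinted fluorescence ratio check between 0.5 and 1.5, limit read from the data, passing the limit was not always enough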;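 note: 0% = enzyme with substrate and 100% = substrate without enzyme; some results filed as inactive read as strong as hits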
# Target sequence (Q92905 whole entry, looked up, one chain of several): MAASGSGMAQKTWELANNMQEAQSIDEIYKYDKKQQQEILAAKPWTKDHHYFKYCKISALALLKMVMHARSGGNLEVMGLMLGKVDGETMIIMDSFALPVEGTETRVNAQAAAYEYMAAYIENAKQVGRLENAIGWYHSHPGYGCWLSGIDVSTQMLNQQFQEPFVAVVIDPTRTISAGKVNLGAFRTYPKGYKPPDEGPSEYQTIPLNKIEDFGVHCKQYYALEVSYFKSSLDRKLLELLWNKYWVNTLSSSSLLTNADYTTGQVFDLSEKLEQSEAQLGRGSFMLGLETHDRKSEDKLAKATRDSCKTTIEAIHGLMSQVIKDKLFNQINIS
#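 Detection – fluorescence polarization · System – HEK293T-derived human Csn5 enzyme · Controls – substrate-only high control, full reaction low control · Timing – 90 min, room temperature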
# Scp-1 inhibitor: Scp-1 phosphatase inhibitors, primary screen, biochemical, colorimetric, uHTS | Recombinant Scp1, phosphopeptide, malachite green phosphate absorbance | inhibition, % at 20 µM | 0.88% of 340,000 active;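 active = inhibition above about 50% at 20 µM, limit read from the data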;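 note: plate controls were DMSO wells with enzyme for no effect and wells lacking enzyme for full effect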
# Target sequence (Q9GZU7 76-261 limits assumed): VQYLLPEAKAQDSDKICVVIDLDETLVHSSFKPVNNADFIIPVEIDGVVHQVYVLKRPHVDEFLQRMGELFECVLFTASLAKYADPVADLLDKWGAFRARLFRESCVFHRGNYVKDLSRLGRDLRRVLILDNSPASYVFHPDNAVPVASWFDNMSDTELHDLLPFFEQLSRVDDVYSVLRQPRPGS
#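 Assay system: SCP-1 catalytic fragment, aa 76-261 | Buffer or medium: Tris acetate buffer pH 5.5 with MgCl2 and Tween-20 | Compound: One concentration, 20 µM, with 1.0% DMSO | Also added: Phospho 17-mer peptide substrate | Signal: Absorbance at 630 nm | Incubation: 45 min enzyme reaction at room temperature | Measure: % inhibition of SCP-1 phosphate liberation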
# MsrA inh: bovine MsrA enzyme inhibitors, primary screen, biochemical, absorbance, HTS. Methionine sulfoxide reductase A (Bos taurus). 0.75% of 360,000 active. inhibition, % at 15.5 µM. purified bovine MsrA, absorbance read-out; in the data active = inhibition above about 4.5%;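 note: 0% = vehicle wells with enzyme and 100% = reference inhibitor wells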
# LMPTP inh: LMPTP phosphatase inhibitors, primary screen, biochemical, fluorescence intensity, uHTS | Low molecular weight phosphotyrosine protein phosphatase (Homo sapiens), P24666 | recombinant LMPTP-A, OMFP fluorogenic substrate | inhibition, % at 20 µM | 0.22% of 360,000 active | AID 651560, 2012;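 active = compounds that cut the enzyme signal by at least half of the control window in the single-dose screen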;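 note: plate controls were DMSO wells with enzyme plus substrate for no effect and substrate without enzyme for full effect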
# Target sequence (P24666 whole entry, looked up): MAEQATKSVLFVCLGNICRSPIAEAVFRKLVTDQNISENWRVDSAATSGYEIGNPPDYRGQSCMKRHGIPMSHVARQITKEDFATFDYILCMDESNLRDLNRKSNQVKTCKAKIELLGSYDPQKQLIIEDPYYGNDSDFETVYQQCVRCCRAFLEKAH
#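 Assay system: LMPTP-A enzyme. Input: 0.625 nM LMPTP-A final. Probe or stimulus: 400 µM OMFP. Compound dosing: single 20 µM dose. Schedule: 50 min dark incubation at room temperature. Detection: fluorescence intensity of OMFP turnover product. Read-out: percent inhibition versus substrate-only and uninhibited controls. Benchmarks: no-enzyme low control, uninhibited high control.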
# TbMetRS inhib: T. brucei MetRS inhibitors, primary screen, biochemical, luminescence | methionyl-tRNA synthetase (Trypanosoma brucei brucei) | purified T. brucei MetRS, ATP depletion, Kinase-Glo luminescence | inhibition, % at 11.9 µM | 0.4% of 360,000 active | AID 624268, 2012;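 active = inhibition above a per-plate cutoff of the control wells' mean inhibition plus 3 SD, cut at about 5.5% in these data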;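 note: 0% = DMSO wells median and 100% = median of wells with control inhibitor compound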
#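 Dosing: 11.9 µM single point; system: parasite MetRS enzyme; technique: luminescence of leftover ATP; times: 15 min enzyme-compound preincubation, 2 h reaction, 10 min detection, 25 °C; replicates: each compound tested once; read-out basis: percent inhibition relative to median high and low control wells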
# SUMO1-SIM PPI: modulators of SUMO1 protein-protein interactions, primary screen, biochemical, uHTS. AID 602429, 2012. 0.33% of 360,000 active. Small ubiquitin-related modifier 1 (Homo sapiens), P63165. inhibition, % at 20 µM. SUMO1 binding to a labelled peptide, TR-FRET, 1 h; in the data active = inhibition above about 37%
# STEP inh: STEP phosphatase inhibitors, primary screen, biochemical, fluorescence intensity, uHTS; Tyrosine-protein phosphatase non-receptor type 5 (Homo sapiens), P54829; recombinant STEP, OMFP fluorogenic substrate; inhibition, % at 20 µM; 0.25% of 360,000 active; AID 588621, 2011;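 active = inhibition at 20 µM, scaled per plate between control wells, above about 37%, limit read from the data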;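 note: 0% = DMSO with enzyme and substrate and 100% = substrate only without enzyme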
#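 Test system: STEP tyrosine phosphatase / Reagent: OMFP at 25 µM / Doses: 20 µM, 1% DMSO / Read-out: percent inhibition scaled to no-enzyme and uninhibited-enzyme controls, plate-pattern corrected / Detection: FITC-channel fluorescence of OMFP product / Medium: Bis-Tris buffer pH 6.0, 2.5 mM DTT, 0.005% Tween 20 / Schedule: 20 min at room temperature, dark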
# An asterisk follows results filed as active; i = inactive; · = not tested or not shown; + = active, no number. Outcome played no part in choosing rows; any-hit rate near 3.9%.
mol	NadD inh	SUMO1-SIM PPI	LMPTP inh	STEP inh	Scp-1 inhibitor	TbMetRS inhib	CSN inh	MsrA inh	Rpn11 inh	DNMT1 block
Cn1c(CCc2nc3ccccc3[nH]2)nnc1SCC#N	4	0	0.3	-1	3	-1.4	0	-0.3	i	2
COc1ccccc1NC(=O)Nc1cnccn1	1	-1	-1.2	-1	-1	-0.7	2	0.7	i	4
COC(=O)[C@@]1(Cc2ccc(OC)cc2)[C@H]2c3cc(C(=O)N4CCCC4)n(Cc4ccccc4)c3C[C@H]2CN1C(=O)c1ccccc1	19	7	6.3	·	·	-0.3	4	0.5	·	·
CCCCCC(=O)NC(NC(=S)Nc1ccc(S(N)(=O)=O)cc1)C(Cl)(Cl)Cl (centres undefined)	1	3	0.0	0	-10	-0.2	1	-0.4	i	-6
COC(=O)c1c(C)oc(C)c1S(=O)(=O)N(C)C1CCCCC1	-6	-1	-1.1	0	4	-0.3	-2	-0.7	i	-1
COCCN(C(=O)COC(=O)C1CC1)c1c(N)n(Cc2ccccc2)c(=O)[nH]c1=O	-2	2	-1.5	-2	-8	0.0	3	0.6	i	6
c1ccc(-c2nnc(SCc3ccncc3)o2)cc1	1	-1	-0.4	1	·	-0.4	-2	1.5	i	6
CCN(CC)S(=O)(=O)c1ccc(-c2nnc(SCC(=O)Nc3nnc(C)s3)n2CC)cc1	1	1	-0.6	-2	-2	-0.7	-4	0.0	i	1
Cc1ccc(OC(C)c2nnc(N)s2)cc1Cl (centres undefined)	1	-1	0.0	0	4	-1.4	3	0.4	i	2
CCOC(=O)c1ccccc1NC(=O)C1=COCCO1	3	3	0.0	13	2	-0.1	-2	-1.0	i	0
O=C(COC(=O)c1ccc(O)cc1)Nc1ncc(Cl)cc1Cl	4	3	-1.0	1	-1	-0.5	-4	0.7	i	-1
O=c1c2ccccc2ncn1-c1ccc(Cl)c(Cl)c1	-5	-1	1.5	2	-6	-0.6	4	0.4	i	14
COc1ccccc1NC(=O)CNS(=O)(=O)c1ccccc1	1	3	-1.1	2	-2	-0.1	-2	0.9	i	3
Cc1ccc(C)c(N(CC(=O)NC(C)(C)C)C(=O)CCC(=O)Nc2nccs2)c1	-2	4	-0.2	-3	1	-1.1	1	-0.6	i	2
COc1ccccc1N1CCN(CC(=O)Nc2ccc(Cl)c(C(F)(F)F)c2)CC1	-11	1	0.6	5	-2	-0.9	-3	·	i	-5
Cc1cc(C)nc(N(C#N)CC(=O)N2CCC(C(N)=O)CC2)n1	1	0	-0.9	1	-1	0.1	3	-0.1	i	1
O=C1c2ccccc2C(=O)N1CCCCCCN1C(=O)c2ccccc2C1=O	-1	-11	-1.4	-1	-8	0.0	5	0.2	i	0
Cc1ccc(C(C)n2cc(C(=O)NCc3cccnc3)nn2)cc1 (centres undefined)	-2	0	-0.2	-1	4	-1.6	-2	0.2	i	3
CCN(C(=O)c1ccnn1C)c1ccccc1	-3	-2	-0.9	-4	1	-0.5	-4	0.0	i	0
CCOc1cc(N(CC)CC)ccc1/C=C(/C#N)c1nc2ccccc2[nH]1	13	-64	16	-35	-12	0.4	62	1.2	·	2
COc1ccc(OC)c(S(=O)(=O)N2CCC(C(=O)NCc3ccccn3)CC2)c1	-1	7	-0.3	0	-3	-0.6	-6	-0.2	i	1
COc1ccc(S(=O)(=O)N2CCOCC2)cc1NC(=O)CSc1nnc2c(n1)[nH]c1ccccc12	11	-3	1.7	-2	-2	0.7	3	3.6	i	-7
CC(NC(=O)CCC(=O)c1cccs1)c1ccccc1 (centres undefined)	-1	3	0.9	0	-6	-0.6	6	-1.1	i	-2
COc1cccc(CN2CC(C(=O)NCc3ccc(C)c(F)c3)CCC2=O)c1 (centres undefined)	-10	1	-0.4	-1	-5	-0.8	0	-0.9	i	0
O=C1OCC(CO)(CO)N=C1NNc1cc(Cl)ccc1Cl	6	-3	-0.9	-6	-7	-1.2	0	0.1	i	-1
CN(C)c1ccc(NC(=O)CN2CCc3ccccc3C2)cc1	5	4	2.9	1	-4	-0.1	-2	0.2	i	0
NC(=O)C1CCCN(CC(O)COCc2ccc(Cl)cc2)C1 (centres undefined)	-1	2	2.1	-1	-7	-1.6	-7	-1.0	i	11
COc1cc(/C=C2\SC(=S)N(NS(=O)(=O)c3ccc(C)cc3)C2=O)ccc1O	-1	-22	0.5	0	-14	5.1	41*	1.1	+	-4
O=C(Cn1cnc2c(nnn2Cc2ccccc2)c1=O)NCc1ccco1	8	6	-2.2	0	2	1.4	1	-0.1	i	4
Cc1cccc(Nc2nc(NC(C)C)nc(Oc3ccc(=O)n(C)n3)n2)c1	2	-1	0.8	-1	2	0.3	0	0.3	i	-2

# (list continues)
mol	NadD inh	SUMO1-SIM PPI	LMPTP inh	STEP inh	Scp-1 inhibitor	TbMetRS inhib	CSN inh	MsrA inh	Rpn11 inh	DNMT1 block
CCn1c(SCC(=O)Nc2ccc(OC)c(OC)c2)nnc1-c1ccco1	-1	0	-0.2	-1	20	-0.6	0	-1.2	i	4
O=C(NCCc1ccccc1)C(=O)NCCC1CCCCN1S(=O)(=O)c1cccs1 (centres undefined)	-8	-2	0.2	-4	4	-0.1	1	0.2	i	-2
COc1ccc(NC(=O)CN2CCC(C(N)=O)(N3CCCCC3)CC2)cc1	-4	-3	0.9	-2	0	0.3	-4	0.5	i	-2
CCOc1ccc(S(=O)(=O)N(CC(=O)NCc2cccnc2)c2ccc(F)cc2)cc1	-7	2	-0.5	-2	2	-1.0	-1	0.7	i	-1
CCOc1ccc(N(CC(=O)NCCc2ccc(C)cc2)S(=O)(=O)c2c(C)noc2C)cc1	-11	3	1.8	-4	-7	0.2	-2	1.0	i	2
O=C(CCN1C(=O)/C(=C/c2ccccc2)SC1=S)NC1CCS(=O)(=O)C1 (centres undefined)	-9	-38	-0.8	6	-9	-0.4	-5	0.2	i	2
S=C(Nc1ccccc1)Nc1nccs1	1	-2	0.2	2	1	-0.4	0	1.6	i	-1
O=C1CCCN1CCCNc1nc2c(S(=O)(=O)c3ccccc3)nnn2c2ccc(Cl)cc12	-1	17	0.2	-2	-3	-0.4	6	0.0	+	-4
O=C(O)C1C2CCC(C2)C1C(=O)NCc1ccco1 (centres undefined)	3	-3	-2.4	2	0	-0.4	0	1.4	i	-1
O=C(CCC(=O)N(Cc1ccco1)C(C(=O)NC1CCCC1)c1ccncc1)Nc1cccnc1 (centres undefined)	-1	-2	-0.8	3	1	-1.4	-2	0.4	i	1
CC(=O)c1cc(-c2ccc(F)cc2)n(CCC(=O)Nc2cccnc2)c1C	-3	0	-0.1	-1	-4	-0.1	-2	-0.1	i	-1
CCc1nnc(NC(=O)CCC(=O)O)s1	-6	32	-1.5	-4	-13	-0.6	0	0.7	i	5
CCc1nnc(NC(=O)CSc2nnc(Cc3ccccc3)o2)s1	1	2	-0.7	2	-1	-0.4	3	0.0	i	1
O=C(COc1ccccc1Br)Nc1ccc2c(c1)OCCCO2	-7	5	0.2	0	-7	-0.1	3	-0.1	i	-1
N#C/C(=C(\O)c1cc(Cl)sc1Cl)c1nc2ccccc2[nH]1	1	-11	-1.1	0	3	0.5	8	0.7	i	-9
CCn1nccc1C(=O)Nc1ccc(Cl)cn1	-5	1	-1.4	1	16	-1.8	0	0.4	i	3
CNc1c([N+](=O)[O-])cnn1-c1ccccn1	7	-5	-1.2	3	-5	-0.6	5	0.5	i	0
COc1cc(C(=O)NCC2(N(C)C)CCCCC2)ccc1OCc1ccccc1	-7	-7	-0.1	0	-8	-0.6	-1	0.9	i	0
Cc1ccc(S(=O)(=O)NCCC(=O)NC(C)c2ccccc2)cc1 (centres undefined)	-18	1	-0.4	0	-12	-0.1	1	-0.9	i	-1

# Profiles from above.
# `CNc1c([N+](=O)[O-])cnn1-c1ccccn1` is listed as NadD inh: 7; SUMO1-SIM PPI: -5; LMPTP inh: -1.2; STEP inh: 3; Scp-1 inhibitor: -5; TbMetRS inhib: -0.6; CSN inh: 5; MsrA inh: 0.5; Rpn11 inh: i; DNMT1 block: 0
# `CCc1nnc(NC(=O)CSc2nnc(Cc3ccccc3)o2)s1` is listed as NadD inh: 1; SUMO1-SIM PPI: 2; LMPTP inh: -0.7; STEP inh: 2; Scp-1 inhibitor: -1; TbMetRS inhib: -0.4; CSN inh: 3; MsrA inh: 0.0; Rpn11 inh: i; DNMT1 block: 1
# `O=C1CCCN1CCCNc1nc2c(S(=O)(=O)c3ccccc3)nnn2c2ccc(Cl)cc12` is listed as NadD inh: -1; SUMO1-SIM PPI: 17; LMPTP inh: 0.2; STEP inh: -2; Scp-1 inhibitor: -3; TbMetRS inhib: -0.4; CSN inh: 6; MsrA inh: 0.0; Rpn11 inh: +; DNMT1 block: -4
